HTR2A ag: mouse Htr2a agonists via beta-arrestin recruitment, primary screen, cell-based, luminescence. hit rate 0.66% among 360,000. activation, % at 7.6 µM. CHO-K1 mHTR2A beta-arrestin complementation; percent of 30 µM serotonin response. 5-hydroxytryptamine receptor 2A (Mus musculus), P35363;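 active = activation above a run cutoff, the mean activation of all tested compounds plus 3 SD, cut at about 14% in these data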;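 note: 0% = plate median of compound wells and 100% = 30 µM serotonin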
PDI inh: inhibitors of human PDI, primary screen, biochemical, turbidity, single point, plate reader; Protein disulfide-isomerase (Homo sapiens), P07237; PDI insulin aggregation turbidity, A650, 90 min; inhibition, % at 10 µM; hit rate 0.052% among 350,000;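 active = mean inhibition across replicates of 30% or more, whatever share of single replicates reach that level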;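 note: absorbance from insulin aggregation driven by PDI reduction with DTT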
N-glyco inh: increase of ERlucT glycosylation luciferase signal, primary screen, N-linked glycosylation inhibitor project, D54 ERlucT cells, luminescence, set 2. D54 ERlucT glycosylation luciferase reporter, 24 h; percent of 100 nM tunicamycin response. reporter increase, % at 12.5 µM. hit rate 0.23% among 360,000. AID 588692, 2011;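 active = mean luciferase reporter signal, scaled so untreated is 0 and the glycosylation-blocking control 100, at or above a set limit in every replicate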;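 note: luciferase carries N-glycosylation sites so blocking glycosylation raises the light; 0% = median of neutral control wells and 100% = median of 100 nM tunicamycin wells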
ABHD5 PLIN5 PPI: ABHD5-PLIN5 interaction inhibitors, primary screen, cell lysate, split luciferase complementation, luminescence. hit rate 0.78% among 360,000. inhibition, % at 4 µM. Split G. princeps luciferase complementation, 4 h;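 active = inhibition above the mean inhibition across every tested compound plus 3 SD, cut at about 22% in these data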;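 note: 0% = DMSO only wells and the 100% control is not disclosed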
Target sequence (Q00G26 whole entry, looked up): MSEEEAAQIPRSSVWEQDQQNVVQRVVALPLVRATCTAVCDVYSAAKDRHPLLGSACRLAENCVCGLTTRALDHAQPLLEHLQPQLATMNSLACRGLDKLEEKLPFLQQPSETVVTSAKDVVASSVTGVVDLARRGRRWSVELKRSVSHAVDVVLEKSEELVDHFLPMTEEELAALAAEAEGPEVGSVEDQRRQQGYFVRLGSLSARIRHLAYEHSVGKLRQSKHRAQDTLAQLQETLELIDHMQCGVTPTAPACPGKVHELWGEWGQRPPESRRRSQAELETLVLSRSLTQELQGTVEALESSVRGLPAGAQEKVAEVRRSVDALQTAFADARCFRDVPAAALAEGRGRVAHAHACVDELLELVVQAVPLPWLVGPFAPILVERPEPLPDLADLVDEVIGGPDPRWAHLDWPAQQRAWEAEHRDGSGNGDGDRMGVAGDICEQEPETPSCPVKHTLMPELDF
Target sequence (Q8WTS1 whole entry, looked up): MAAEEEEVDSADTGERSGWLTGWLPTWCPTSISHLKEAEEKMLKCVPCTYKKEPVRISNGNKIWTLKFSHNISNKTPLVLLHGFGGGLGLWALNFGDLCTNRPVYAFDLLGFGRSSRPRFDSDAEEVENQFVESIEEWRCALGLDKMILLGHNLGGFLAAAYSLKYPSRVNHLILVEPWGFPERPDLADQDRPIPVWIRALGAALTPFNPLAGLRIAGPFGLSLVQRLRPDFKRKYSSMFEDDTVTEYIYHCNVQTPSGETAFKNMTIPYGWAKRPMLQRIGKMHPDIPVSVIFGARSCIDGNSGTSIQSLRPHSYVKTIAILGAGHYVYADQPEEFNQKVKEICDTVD
MC4R ag barr: MC4R agonists recruiting beta-arrestin, primary screen, cell-based, luminescence, agonist arm of biased-ligand search; U2OS MC4R beta-arrestin complementation; percent of melanotan II response, DMSO zero; activation, % at 8.9 µM; hit rate 0.98% among 360,000; AID 540308, 2011;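 active = activation above a per-plate cutoff, the mean activation of sample wells on that plate plus 3 SD, cut at about 8% in these data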
ABCB6 inh MLPCN: ABCB6 transporter inhibitors, primary screen, K562-ABCB6 cells, flow cytometry, MLPCN library; K562-ABCB6 porphyrin accumulation, 1 h; active compounds read low; ATP-binding cassette sub-family B member 6 (Homo sapiens), Q9NP58; hit rate 0.19% among 360,000; fluorescence ratio to DMSO, % at 10 µM;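 active = fluorescence ratio to DMSO below 75%, the collection mean minus 3 SD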;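 note: signal is porphyrin accumulated inside mitochondria; 100% equals median channel fluorescence of DMSO control wells; lower ratio means ABCB6 inhibition with less porphyrin fluorescence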
MC4R antagonist: MC4R antagonists of cAMP signaling, primary screen, cell-based, TR-FRET, antagonist arm of biased-ligand search; inhibition, % at 6.5 µM; MC4R-expressing cells, MTII-stimulated cAMP, LANCE TR-FRET; AID 540295, 2011; hit rate 0.48% among 360,000; Melanocortin receptor 4 (Homo sapiens), P32245;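 active = inhibition above its plate's cutoff, the mean of tested wells on that plate plus 3 SD, cut at about 29% in these data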;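 note: 0% = Melanotan II alone and 100% = Melanotan II plus saturating MCL0020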
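System – human MC4R-expressing U2OS cells · Also added – Melanotan II · Dosing – one concentration, 6.5 µM nominal · Timing – 30-min compound, 1-h challenge, 1-h detection, room temperature · Measured by – Eu-cAMP/anti-cAMP TR-FRET, emission 671 nm · Replicates – singlicate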
Exocytosis inh: LAMP-1 surface exposure blockers, TALL-104 cells – cell-based, flow cytometry, MLPCN library, primary screen. TALL-104 LAMP-1 surface exposure; cells stimulated with thapsigargin and PMA. inhibition, % at 10 µM. hit rate 0.66% among 360,000. AID 651702, 2012;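 active = inhibition above about 55%, limit read from the data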
H9c2 protect: cardioprotection against H2O2-induced cell death, primary screen, uHTS, H9c2 cells, ATPLite luminescence. AID 588492, 2011. H9c2 cardiomyocytes, H2O2 injury protection, 2 h. hit rate 0.63% among 360,000. protection from H2O2 cell death, % at 20 µM;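 active = compounds giving at least 50% protection of heart cells from peroxide-induced death in the single-dose screen, raw or plate-pattern-corrected value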;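 note: 0% = DMSO wells with peroxide and 100% = DMSO wells without peroxide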
CaV13 ICDI inh: Disruptors of the CACNA1D IQ motif to Ca2+-dependent inactivation inhibitor domain association, primary screening, Förster resonance energy transfer in intact living …. HEK cells, CFP/YFP FRET ICDI-IQ, plate reader, 10 min; percent FRET-ratio fall versus neutral wells. inhibition, % at 12.3 µM. hit rate 0.098% among 340,000;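 active = mean replicate inhibition of at least 30% and at least 1% of replicates passing that level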;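 note: 0% = median of the neutral control wells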
* hit, by the source's call; . = not tested or not shown. Rows were taken by chance; overall some 4.2% were active at least once.

no.	SMILES	HTR2A ag	PDI inh	N-glyco inh	ABHD5 PLIN5 PPI	MC4R ag barr
1	O=C(COC(=O)CCS(=O)(=O)c1ccc(Cl)cc1)NC1CCCCC1	-6	-1	0	6	-1.4
2	N#Cc1c(NC(=O)COC(=O)c2ccc(F)cc2)sc2c1CCC2	-1	-6	3	4	0.4
3	Cc1cccc(N2CCN(C(=O)Cc3ccc(-n4c(=O)[nH]c5ccsc5c4=O)cc3)CC2)c1C	-2	0	-2	5	4.5
4	Cc1ccc(CNc2cnn(C34CC5CC(CC(C5)C3)C4)c(=O)c2Cl)cc1	-4	2	0	4	0.5
5	Cc1cccc(C(=O)O/N=C2/CC3CCC2(C)C3(C)C)c1 (stereo unspecified)	-2	-5	1	-5	-0.6
6	O=C(c1cnsn1)N1CCC(CO)(Cc2cccc(F)c2)CC1	-5	-7	-1	0	-0.6
7	COc1ccc(NC(=S)N2CCC(NC(=O)c3ccco3)CC2)cc1	8	-5	0	3	4.2
8	Cc1ccc(C2=NS(=O)(=O)N(C)C(C(=O)NC(C)c3ccccc3)=C2)cc1 (stereo unspecified)	-4	.	1	0	-0.8
9	CCc1ccccc1NC(=S)N(CCCN1CCOCC1)Cc1ccccn1	-1	-2	2	1	-0.2
10	COc1ccc(N(C(=O)c2snc(C(N)=O)c2N)C(C(=O)NC2CCCC2)c2ccc(F)cc2)c(OC)c1 (stereo unspecified)	9	3	1	2	-1.5
11	CN(CCc1ccccn1)C(=O)CCC1CCCN(C(=O)c2ccsc2)C1 (stereo unspecified)	5	6	-2	-3	0.1
12	O=C(COC(=O)c1ccc(S(=O)(=O)NCc2ccco2)cc1)Nc1ccccc1OC(F)F	-3	-2	1	-3	-1.3

no.	ABCB6 inh MLPCN	MC4R antagonist	Exocytosis inh	H9c2 protect	CaV13 ICDI inh
1	87	2	0	17	-4
2	101	7	0	0	-9
3	97	24	10	5	-5
4	91	10	0	9	-5
5	103	-2	-4	-10	-10
6	99	-1	3	1	-13
7	95	3	-10	0	-2
8	97	2	3	16	-3
9	95	0	0	3	-3
10	88	2	7	-4	-3
11	99	25	-1	-2	3
12	98	16	0	12	.

Remaining list, next part:
no.	SMILES	HTR2A ag	PDI inh	N-glyco inh	ABHD5 PLIN5 PPI	MC4R ag barr
13	CC(=O)C1=C(O)C(=O)N(CCc2c[nH]c3ccccc23)C1c1ccco1 (stereo unspecified)	2	5	2	-1	-1.0
14	CCOCCCNC(=S)Nc1ccc2nc3n(c(=O)c2c1)CCCCC3	1	-5	0	1	-0.5
15	CCCN(CC(=O)Nc1ccc(F)c(F)c1F)C(=O)c1ccc(N2CCCC2=O)cc1	-2	23	1	1	1.3
16	O=[N+]([O-])c1cccc(/C=C/c2nc3ccc([N+](=O)[O-])cc3[nH]2)c1	-8	7	-1	4	0.2
17	Cc1ccc(C)c(N(CC(=O)NCc2ccco2)C(=O)CCC(=O)Nc2ccccn2)c1	1	14	-1	2	-0.9
18	NC(=O)c1ccsc1NC(=O)C1CC1	0	9	2	-4	0.0
19	Cc1cc(C(=O)OCC(=O)NC2CCS(=O)(=O)C2)c(C)n1-c1ccccc1 (stereo unspecified)	2	1	-1	-3	-0.7
20	CCc1nc2ccccc2c(C(=O)OCC(=O)N(C)Cc2ccccc2)c1C	3	7	-4	2	2.0
21	COC(=O)CSc1n[nH]c(-c2ccncc2)n1	4	-10	2	-6	-1.7
22	Cc1cc(C)c(C)c(S(=O)(=O)Nc2ccc(C(N)=O)cc2)c1C	1	-1	4	-1	-0.3
23	O=[N+]([O-])c1ccc(-n2nnnc2CN2CCCCC2)cc1	9	1	2	-3	-2.4
24	O=c1[nH]c(CN2CCN(S(=O)(=O)c3cccs3)CC2)nc2c(Br)cc(Br)cc12	3	-4	0	-3	-1.1

no.	ABCB6 inh MLPCN	MC4R antagonist	Exocytosis inh	H9c2 protect	CaV13 ICDI inh
13	98	0	-2	0	.
14	91	-9	4	5	-3
15	97	1	-3	0	-4
16	84	16	-1	2	-7
17	101	1	5	-3	-2
18	100	20	-2	6	-6
19	98	2	-2	-1	-5
20	102	12	-10	-7	-2
21	77	2	-1	0	-3
22	103	20	-2	-9	-4
23	116	5	1	8	-3
24	100	7	-1	7	2

Six entries from above, sorted by length of the SMILES, falling:
no.	SMILES	HTR2A ag	PDI inh	N-glyco inh	ABHD5 PLIN5 PPI	MC4R ag barr
3	Cc1cccc(N2CCN(C(=O)Cc3ccc(-n4c(=O)[nH]c5ccsc5c4=O)cc3)CC2)c1C	-2	0	-2	5	4.5
24	O=c1[nH]c(CN2CCN(S(=O)(=O)c3cccs3)CC2)nc2c(Br)cc(Br)cc12	3	-4	0	-3	-1.1
20	CCc1nc2ccccc2c(C(=O)OCC(=O)N(C)Cc2ccccc2)c1C	3	7	-4	2	2.0
23	O=[N+]([O-])c1ccc(-n2nnnc2CN2CCCCC2)cc1	9	1	2	-3	-2.4
6	O=C(c1cnsn1)N1CCC(CO)(Cc2cccc(F)c2)CC1	-5	-7	-1	0	-0.6
18	NC(=O)c1ccsc1NC(=O)C1CC1	0	9	2	-4	0.0

no.	ABCB6 inh MLPCN	MC4R antagonist	Exocytosis inh	H9c2 protect	CaV13 ICDI inh
3	97	24	10	5	-5
24	100	7	-1	7	2
20	102	12	-10	-7	-2
23	116	5	1	8	-3
6	99	-1	3	1	-13
18	100	20	-2	6	-6

Next section.
no.	SMILES	HTR2A ag	PDI inh	N-glyco inh	ABHD5 PLIN5 PPI	MC4R ag barr
25	CC(C)(C)n1nc2c(c1NC(=O)c1c(F)cccc1F)CS(=O)(=O)C2	-5	0	0	-3	-0.1
26	COc1ccc(NC(=O)c2ccc(N(C)S(C)(=O)=O)cc2)cc1OC	-4	2	2	-5	-2.7
27	O=C(Cc1c[nH]c2ccccc12)N/N=C/c1ccccc1O	-1	0	2	0	0.9
28	CC(=O)NC(CCS(C)(=O)=O)C(=O)Nc1cccc(Cl)c1Cl (stereo unspecified)	2	.	2	0	0.1
29	Cc1c(S(=O)(=O)Nc2ccc3c(c2)OCCO3)cnn1C	2	2	1	-2	0.2
30	COc1cccc(NC(=O)CN(C)C(=O)c2cc(-c3ccccc3)nc3ccccc23)c1	1	-2	3	-1	-2.5
31	O=C(CCc1nc2sc3c(c2c(=O)[nH]1)CCCC3)NCCOc1ccccc1	2	3	2	1	-4.4
32	Cc1[nH]c2ccc(Cl)cc2c(=O)c1CN1CCCC1	0	3	3	4	-1.0
33	CCC(C)[C@H](NC(=O)OC(C)(C)C)C(=O)NCC1CCC(C(=O)N[C@@H](Cc2ccccc2)C(=O)O)CC1 (stereo partly specified)	0	10	5	10	-0.2
34	O=C(COC(=O)/C=C/c1cccc(Br)c1)NCc1cccs1	1	14	1	-5	1.0
35	Cc1ccc(N2C(=O)N(CC(=O)c3cc(C)ccc3C)C(=O)C2C)cc1 (stereo unspecified)	-2	-6	-2	0	-1.4
36	CSc1nc(=O)[nH]nc1Sc1ccccc1	-2	-3	2	33*	-3.9

no.	ABCB6 inh MLPCN	MC4R antagonist	Exocytosis inh	H9c2 protect	CaV13 ICDI inh
25	98	-2	1	-3	-6
26	100	-5	-3	-5	-11
27	94	3	0	48	-15
28	99	5	2	18	-7
29	98	3	0	10	1
30	98	3	9	18	-5
31	96	9	2	2	-7
32	101	2	-5	4	-8
33	90	11	-3	8	-3
34	96	-2	-8	-10	-5
35	100	-3	-3	-7	-5
36	95	14	-5	12	-7

(next part)
no.	SMILES	HTR2A ag	PDI inh	N-glyco inh	ABHD5 PLIN5 PPI	MC4R ag barr
37	Cc1nc(SCC(=O)N2CCCCC2)c2c(C)c(C)sc2n1	3	-65	-5	3	1.1
38	COc1ccccc1CNC(=O)Cn1cccc1	-1	1	-1	-5	-0.3
39	Cc1ccc(C(O)c2nccn2C)o1 (stereo unspecified)	7	-4	1	15	4.6
40	CC(C)c1ccc(C(=O)NNC(=O)c2ccncc2)cc1	1	-8	2	3	-0.8
41	CN(C)CCCOC(=O)c1ccccc1	-4	-3	1	0	0.3
42	Cc1ccc(S(=O)(=O)CCC(=O)OCC(=O)Nc2cc(F)ccc2C)cc1	-2	-1	4	-13	-1.9
43	CC1CCCC(NC(=O)CN(C)CC(=O)Nc2cccc(F)c2)C1C (stereo unspecified)	-2	0	0	-10	-1.5
44	Cc1[nH]c2ccccc2c1/C=N/NC(=O)c1cccc(S(=O)(=O)Nc2ccccc2Cl)c1	-6	-3	0	1	1.2
45	CCC(=O)Nc1ccccc1Oc1ccccc1	2	0	2	-3	2.5
46	O=C(COC(=O)c1ccc[nH]c1=O)NCCCc1ccccc1	1	0	1	-12	-1.3
47	O=[N+]([O-])c1ccccc1/C=N\N1CCN(Cc2ccccc2Cl)CC1	3	1	2	-7	0.8
48	Cc1ccc2cc3c(NC(=O)C(C)C)nn(C)c3nc2c1	5	10	3	6	-1.6

no.	ABCB6 inh MLPCN	MC4R antagonist	Exocytosis inh	H9c2 protect	CaV13 ICDI inh
37	91	-2	0	-7	-2
38	99	4	0	6	-4
39	98	16	-2	5	-8
40	99	-2	-10	-5	-4
41	88	7	2	1	-8
42	106	-1	-15	-3	-6
43	99	16	3	-3	-4
44	98	-2	-4	8	-5
45	94	9	3	1	-4
46	95	-6	1	-9	-4
47	103	1	12	-8	-4
48	98	-10	-5	7	.

Retrieved by structure from the entries so far:
no.	SMILES	HTR2A ag	PDI inh	N-glyco inh	ABHD5 PLIN5 PPI	MC4R ag barr
18	NC(=O)c1ccsc1NC(=O)C1CC1	0	9	2	-4	0.0
46	O=C(COC(=O)c1ccc[nH]c1=O)NCCCc1ccccc1	1	0	1	-12	-1.3

no.	ABCB6 inh MLPCN	MC4R antagonist	Exocytosis inh	H9c2 protect	CaV13 ICDI inh
18	100	20	-2	6	-6
46	95	-6	1	-9	-4

Carrying on.
no.	SMILES	HTR2A ag	PDI inh	N-glyco inh	ABHD5 PLIN5 PPI	MC4R ag barr
49	CCn1nc(NC(=O)c2ccccn2)c2cc3cccc(C)c3nc21	9	0	8	-2	-1.6
50	COc1ccc(C)cc1NC(=O)CN1c2cccc3cccc(c23)S1(=O)=O	-5	2	3	-5	-0.9
51	CC(OC(=O)c1cc2c(s1)CCCCC2)C(=O)NC(N)=O (stereo unspecified)	-3	15	-3	-5	-1.7
52	CCOC(=O)n1cnc2nc(N)nc(SC)c21	1	5	1	2	-1.1

no.	ABCB6 inh MLPCN	MC4R antagonist	Exocytosis inh	H9c2 protect	CaV13 ICDI inh
49	97	9	0	0	.
50	102	1	-5	10	-2
51	99	-3	0	-9	2
52	92	-4	-1	2	-5
